Bioassay records: PubChem BioAssay, Emory University Molecular Libraries Screening Center
14-3-3 PPI = 14-3-3 gamma protein interaction modulation; inhibition, % at 40 µM; AID 422; P61981; 0.19% of 160,000 active; FP, 14-3-3gamma / TMR-pS259-Raf peptide binding; in the data active means inhibition above about 30%;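 further: 0% = protein plus tracer without compound and 100% = blank with tracer alone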
Target sequence (P61981 whole entry, looked up): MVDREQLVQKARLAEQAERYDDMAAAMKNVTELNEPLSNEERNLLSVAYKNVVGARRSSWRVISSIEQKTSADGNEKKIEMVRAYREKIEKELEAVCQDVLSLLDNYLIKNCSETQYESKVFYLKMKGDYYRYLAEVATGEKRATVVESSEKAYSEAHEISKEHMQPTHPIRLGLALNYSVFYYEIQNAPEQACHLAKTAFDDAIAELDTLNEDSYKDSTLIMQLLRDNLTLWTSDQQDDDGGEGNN
The depositor's hits bear a star; & = joins results of further samples.

14-3-3 PPI | compound
0 | Cc1ccc(CNC(=O)Cn2c(=O)c3sccc3n(CC(=O)Nc3ccccc3)c2=O)cc1
0 | CCOC(=O)c1cccc(NC(=O)c2cccc(Cl)c2)c1
3 | CCOc1nc(NC(C)(C)CO)nc(OCC)n1
-3 | O=C(CSc1nnnn1-c1ccccc1)OCN1C(=O)c2ccccc2C1=O
1 | CCOc1ccc2[nH]ccc(=O)c2c1
-8 | O=C(O)c1ccc(Nc2cccc(F)c2)c([N+](=O)[O-])c1
-2 | CCCn1nnc(NC(=O)COc2ccc(C3CCCCC3)cc2)n1
0 | N#CC1=C(N)OC2=C(C(=O)CCC2)C1C1CC=CCC1 (stereo not drawn)
1 | O=C(NCC1CCCO1)c1cc(-c2ccncc2)nc2ccccc12 (stereo not drawn)
9 | Cc1ccc(CN2C(=O)C3C(C(=O)Nc4cccc(Cl)c4)C4C=CC3(O4)C2C(=O)NC2CCCC(C)C2C)cc1 (stereo not drawn)
13 | CCC(=O)N1c2ccc(S(=O)(=O)CCC(=O)NCc3ccc(C)cc3)cc2CC1C (stereo not drawn)
-95 | N=c1oc2ccc(Cl)cc2cc1-c1nc(-c2cc3ccccc3oc2=O)cs1
4 | O=C(N1CCN(C(=O)N2c3ccccc3C=Cc3ccccc32)CC1)N1c2ccccc2C=Cc2ccccc21
-9 | CCOC(=O)c1c(C(C)(C)C)oc2ccc(OCc3ccc([N+](=O)[O-])cc3)cc12
-6 | Cc1ccc(-n2c(=O)cc(N3CCN(C(=O)c4ccco4)CC3)[nH]c2=O)cc1
7 | Cc1cc(S(=O)(=O)N2CCN(S(=O)(=O)c3ccc(Cl)c(C)c3)C(C)C2)ccc1Cl (stereo not drawn)
-2 | COc1ccc(S(=O)(=O)Nc2cc(C)cc(C)n2)c2ccccc12
6 | CCOC(=O)c1cnc2c(C(F)(F)F)cccc2c1Nc1cccc(C(=O)OC)c1
-8 | CC(Cc1ccccc1)NC(=O)C1CCCNC1=O (stereo not drawn)
-9 | COC(=O)c1ccc(CN2C(=O)NC3(CCCc4ccccc43)C2=O)o1 (stereo not drawn)
-1 | COc1ccc(-c2nnc(NC(=O)c3ccc(S(=O)(=O)N(C)C)cc3)o2)c(OC)c1
-2 | Cc1ccc(S(=O)(=O)Nc2ccc(O)c(-c3c(O)ccc4ccccc34)c2)cc1
3 | CCCCc1c(O)nc(SCC(=O)N2CCCCCC2)[nH]c1=O
11 | Cc1cc2cc(CCNC(=O)COc3ccc(Cl)cc3)c(=O)[nH]c2cc1C
-2 | COC(NC(=O)Nc1nc2ccccc2s1)(C(F)(F)F)C(F)(F)F
3 | Cc1ccc(C(=O)Nc2nc3ccccc3s2)cc1[N+](=O)[O-]
0 | O=C(Cc1ccccc1)NCCc1cn2ccsc2n1
-18 | O=[N+]([O-])c1cc(C2Nc3cccc4cccc(c34)N2)ccc1Cl
-12 | Cc1cc(C)n(S(=O)(=O)c2cccc([N+](=O)[O-])c2)n1
-9 | COCCCn1c(=N)c(C(=O)NC(C)c2ccccc2)cc2c(=O)n3ccccc3nc21 (stereo not drawn)
-3 | O=C(Nc1nncs1)C1c2ccccc2Oc2ccccc21
-12 | CC(=O)c1c(-c2ccccc2)c2cc(Br)ccc2[nH]c1=O
2 | CCOC(=O)C1=C(C)NC(C)=C(C(=O)OCC)C1c1ccco1
-6 | O=C(NCCCN1CCCC1)c1cnn2c(C(F)(F)F)cc(-c3ccccc3)nc12
-3 | CC(C)(C)c1ccc(NC(=O)CSc2nnc3scc(-c4ccccc4)n23)cc1
9 | O=c1cc(N2CCc3ccccc32)[nH]c(=O)n1Cc1ccc(F)cc1
3 | CC(C)Cn1c(CN2CCOCC2)nc2c1c(=O)n(C)c(=O)n2C
-5 | Cc1nc(-c2cc3c(ccc4ccccc43)oc2=O)cs1
-50 | Cc1ccc2nc(-c3cc(N)cc(N)c3)oc2c1
-9 | CC(C)Nc1ccc(Nc2ccnc3cc4ccccc4cc23)cc1

By substructure, those above containing an aryl methoxy group
14-3-3 PPI | compound
-2 | COc1ccc(S(=O)(=O)Nc2cc(C)cc(C)n2)c2ccccc12
-1 | COc1ccc(-c2nnc(NC(=O)c3ccc(S(=O)(=O)N(C)C)cc3)o2)c(OC)c1

Fetched by structure from the list above, six records:
14-3-3 PPI | compound
0 | O=C(Cc1ccccc1)NCCc1cn2ccsc2n1
-12 | CC(=O)c1c(-c2ccccc2)c2cc(Br)ccc2[nH]c1=O
1 | O=C(NCC1CCCO1)c1cc(-c2ccncc2)nc2ccccc12 (stereo not drawn)
-5 | Cc1nc(-c2cc3c(ccc4ccccc43)oc2=O)cs1
3 | CCOc1nc(NC(C)(C)CO)nc(OCC)n1
-8 | O=C(O)c1ccc(Nc2cccc(F)c2)c([N+](=O)[O-])c1

The list continues:
14-3-3 PPI | compound
-12 | O=c1oc2ccc(Br)cc2cc1-c1nc(-c2ccc(F)cc2)cs1
-3 | Cc1ccc(Nc2nc(-c3ccc(O)c(O)c3)cs2)nc1
-9 | COc1ccc(CCNC(=O)CCC(=O)N2CCN(S(=O)(=O)c3ccccc3)CC2)cc1OC
3 | O=C(Nc1ncc(S(=O)(=O)c2ccc([N+](=O)[O-])cc2)s1)c1ccco1
1 | Cc1ccc(C(C)C)c(OCCCN2CC(C)OC(C)C2)c1 (stereo not drawn)
-9 | CN1C(=O)C(O)(CC(=O)c2cccc3ccccc23)c2ccccc21 (stereo not drawn)
-14 | CN(C)c1ccc(-c2nc3cc(N=Cc4ccc(Br)cc4)ccc3o2)cc1
4 | Oc1ccc(Br)cc1CN1CCC(N2CCCCCC2)CC1
1 | O=C(CCn1c(=S)oc2ccccc21)Nc1ccc(Cl)c(C(F)(F)F)c1
0 | COc1ccc(-c2cc(C(F)(F)F)n3nc(C(=O)NC(C)(C)CC(C)(C)C)cc3n2)cc1
-3 | C=CCc1cccc(C2Nc3ccccc3C(=O)N2O)c1O (stereo not drawn)
-4 | CCOC(=O)c1c(NC(=O)CN2CCCCC2)sc2c1CCCC2O (stereo not drawn)
-5 | Nc1c(C(=O)c2ccc(F)cc2)oc2ccc(Cl)cc12
-3 | O=S(=O)(c1cccc(Cl)c1)N1CCCC1
-7 | CCOc1cccc2c1N(C(=O)Cc1ccc(F)cc1)C(C)(C)C(=S)C2=C1SC(C(=O)OC)=C(C(=O)OC)S1
1 | Cc1ccc2nc(NC(=O)CNS(=O)(=O)c3cccc4nonc34)sc2c1
-2 | Cc1ccc2c(c1)N(CCC(=O)NCCCN1CCCCC1)C(=O)CO2
3 | COc1ccc(OCCNS(=O)(=O)c2ccccc2)cc1
-69 | O=C1c2ccc3c4c(ccc(c24)C(=O)N1c1ccccc1)N(c1ccccc1)C3=O
1 | COc1ccc(C2C(C(=O)OC3CCCC3)=C(C)NC3=C2C(=O)CCC3)c(OC)c1OC (stereo not drawn)
-3 | CC(=O)N1c2ccc(S(=O)(=O)N3CCOCC3)cc2CC1C (stereo not drawn)
-2 | COc1ccccc1N(O)C1CC(=O)N(c2ccc(Br)cc2)C1=O (stereo not drawn)
-9 | CCCCc1ccc(NS(=O)(=O)N(C)C)cc1
-5 | CC1CN(C2CC(=O)N(c3ccccc3)C2=O)CC(C)O1 (stereo not drawn)
-7 | O=C(Cn1cnc([N+](=O)[O-])n1)Nc1cccc(Cl)c1
5 | O=C1CN(C(=O)COC(=O)c2ccccc2NC(=O)c2ccco2)c2ccccc2N1
-1 | Cc1ccc(CNC(=O)CCC(=O)Nc2ccc3nc(N4CCCCC4)cc(C)c3c2)cc1
2 | O=C1CSC2(C(=O)Nc3ccccc32)N1c1cccc(C(F)(F)F)c1 (stereo not drawn)
1&-2 | Cc1cccc(NC(=O)C2C(C(=O)O)C3C=CC2C32CC2)c1C (stereo not drawn)
-13 | CCOC(=O)Cc1csc(NC(=O)c2ccc([N+](=O)[O-])c(C)c2)n1
-9 | CCOC(=O)c1cn(CC(=O)Nc2ccc(C(C)C)cc2)nn1
-17 | O=c1c2c(nc(SCc3ccc(C(F)(F)F)cc3)n1-c1ccc([N+](=O)[O-])cc1)CCS2
0&-2 | COc1ccc(C2=CC(c3ccc(C)cc3)n3nnnc3N2)cc1 (stereo not drawn)
-3 | S=C(c1ccc(N2CCCC2)cc1)N1CCCCC1
-49 | O=C(c1ccccc1)C1CCc2occc2C1=O (stereo not drawn)
-45 | COc1ccc(Cl)cc1-c1nc(-c2ccc(NC(=O)c3ccc4c(c3)OCO4)cc2)no1
-14 | Cc1ccc(-c2cc(C(=O)NCCCn3ccnc3)c3ccccc3n2)s1
-4 | CCn1c(=NC(=O)c2ccc(S(=O)(=O)N3CCCC(C)C3)cc2)sc2cc(C(=O)OC)ccc21 (stereo not drawn)
-2 | Cc1ccc(C(O)c2cccnc2)o1 (stereo not drawn)
-5 | CCOCCOC(=O)C1=C(C)NC2=C(C(=O)CC(c3ccc(OC)cc3)C2)C1c1cccc(F)c1 (stereo not drawn)

Five compounds out of the list above, ordered by the number in 14-3-3 PPI, smallest number first.
molecule	14-3-3 PPI
CC(Cc1ccccc1)NC(=O)C1CCCNC1=O (stereo not drawn)	-8
Cc1ccc(-n2c(=O)cc(N3CCN(C(=O)c4ccco4)CC3)[nH]c2=O)cc1	-6
COc1ccc(S(=O)(=O)Nc2cc(C)cc(C)n2)c2ccccc12	-2
O=C1CSC2(C(=O)Nc3ccccc32)N1c1cccc(C(F)(F)F)c1 (stereo not drawn)	2
O=c1cc(N2CCc3ccccc32)[nH]c(=O)n1Cc1ccc(F)cc1	9

Following part
14-3-3 PPI | compound
-17 | COc1ccc(NC(=O)c2ccc3c(=O)n(-c4ccc(F)cc4)c(=S)[nH]c3c2)cc1OC
-6 | COc1ccc(C2Nc3ccccc3NC3=C2C(=O)CC(C)(C)C3)cc1Cn1cc([N+](=O)[O-])cn1 (stereo not drawn)
2 | CCC1(O)CC2CN(CCc3c([nH]c4ccccc34)[C@@](C(=O)OC)(c3cc4c(cc3OC)N(C=O)C3[C@]45CCN4CC=C[C@@](CC)([C@@H](OC(C)=O)[C@]3(O)C(=O)OC)[C@H]45)C2)C1 (stereo partly drawn)
0 | CC(O)C12CC3CC(CC(C3)C1)C2 (stereo not drawn)
-8 | Cc1cccc(NC(=O)CN2c3cccc4cccc(c34)S2(=O)=O)c1
7 | CCOC(=O)C1=C(c2ccccc2)Nc2ncnn2C1c1cc(OC)ccc1OC (stereo not drawn)
1 | CCn1c(NC(=O)c2ccco2)c(-c2ccccc2Cl)c(=O)c2ccccc21
-105 | CC1(C)CC(=O)C2=C(C1)N=C1c3ccccc3C(=O)C1C2c1ccc(F)cc1 (stereo not drawn)
0 | O=c1cc(CSc2nnc(COc3ccccc3)o2)c2ccccc2[nH]1
-13 | CCCCCOC(=O)c1c(C)oc2ccc(NS(=O)(=O)c3cc(C)c(C)cc3C)cc12

2 of the compounds above, with tabs.
compound	14-3-3 PPI
CCC1(O)CC2CN(CCc3c([nH]c4ccccc34)[C@@](C(=O)OC)(c3cc4c(cc3OC)N(C=O)C3[C@]45CCN4CC=C[C@@](CC)([C@@H](OC(C)=O)[C@]3(O)C(=O)OC)[C@H]45)C2)C1 (stereo partly drawn)	2
CCCCCOC(=O)c1c(C)oc2ccc(NS(=O)(=O)c3cc(C)c(C)cc3C)cc12	-13

The results go on.
14-3-3 PPI | compound
-8 | NC(=O)C1CCN(C(=O)CN2CCCc3ccccc32)CC1
8 | COc1ccc(OC)c(C2/C(=C(/O)c3ccccc3)C(=O)C(=O)N2Cc2ccco2)c1 (stereo not drawn)
-3 | COCCCNC(=O)c1ccc(Sc2ccccc2Cl)c([N+](=O)[O-])c1
-6 | O=C1CC(c2ccccc2)CC2=C1C(c1cccc(F)c1)N(C(=O)c1ccccc1)c1ccccc1N2 (stereo not drawn)
-6 | Cc1ccc2oc(-c3cc(NC(=O)COc4ccc(C(C)(C)C)cc4)ccc3O)nc2c1
2 | Cc1ccc(C)c(N=C2NC(=O)CS2)c1
-6 | CCOc1ccc(NC(=O)C2CCC(CNC(=O)c3ccc(=O)[nH]c3)CC2)cc1 (stereo not drawn)
-1&-2 | Cc1onc(-c2ccccc2)c1C(=O)Oc1cccnc1
2 | O=C1CC(c2ccc3c(c2)OCO3)CC2=C1C(c1ccc(C(F)(F)F)cc1)Nc1ccccc1N2 (stereo not drawn)
-1 | O=C(NCc1ccco1)c1cc2ccccc2o1
0 | CC(=O)c1cnc2nc(C(F)(F)F)nn2c1C
8 | COCCNC(=O)CN1C(=O)CSc2ncccc21
-21 | CCc1ccccc1NC(=O)CNS(=O)(=O)c1ccc(Br)s1
-1 | Cc1cc(C)n2nc(C(=O)NCc3ccco3)nc2n1
-5&0 | O=C(NCC1CCCO1)C1CCCN(S(=O)(=O)c2cccc3nsnc23)C1 (stereo not drawn)
0&-4 | CC(C)(C)c1cc(CCC(=O)N2CCNCC2)c(C(C)(C)C)cc1O
-1 | COC(=O)c1ccc(CSc2ccc3nnc(-c4ccc(OC)c(OC)c4)n3n2)o1
5 | COc1ccc(S(=O)(=O)N2CCc3ccccc3C2)cc1[N+](=O)[O-]
-3 | COc1cc(/C=c2\sc3nc(-c4ccncc4)nn3c2=O)ccc1OC(C)=O
-23 | Cc1ccnc(NC(=O)Cn2ccc([N+](=O)[O-])n2)c1
-4 | Cc1cc(C)c(C#N)c(Nc2cccc(C(F)(F)F)c2)n1
-43 | Cc1c(Cl)c(C)c([N+](=O)[O-])c(O)c1C=Nc1cc(C(C)(C)C)ccc1O
4 | O=C1Nc2ccccc2C(O)(C(=O)N2CCCCC2)N1c1ccccc1 (stereo not drawn)
-1 | COc1cc2[nH]c(=O)n(CCC(=O)NCc3ccc(C)o3)c(=O)c2cc1OC
-3 | O=C1C=C(NCc2ccccc2)C2(CCCCC2)O1
1 | CC(=O)N(Cc1ccco1)C1(C(=O)NC2CCCCC2)CCCCC1
-241 | O=C(CSc1nc2ccc(N3CCCCC3)cc2c(=O)n1Cc1ccccc1)NCc1ccccc1
-2 | Cc1cc(C)n(C(=O)c2ccncc2)n1
0 | CCN(CC)CCn1c(=N)n(CCOc2ccccc2)c2ccccc21
0 | N#Cc1c(NCCCO)nc(NCc2ccccc2)c2c1CCN(Cc1ccccc1)C2
-12 | Cc1c(NC(=O)c2cc(-c3cccs3)on2)c(=O)n(-c2ccccc2)n1C
0 | CCN1CCN(C(=O)c2cn(CC)c3ccc(S(=O)(=O)N4CCCCC4)cc3c2=O)CC1
-5 | CC(Sc1nnc(C2CCCCC2)n1N)C(=O)NCc1ccc2c(c1)OCO2 (stereo not drawn)

These rows are one share of the data; count on the stated rates, not on these rows.
